# Assay outcomes as filed in PubChem BioAssay.
# Yfh1-off respiration – mitochondrial function rescue without frataxin homolog – Friedreich's ataxia, plus single-dose screen, dose response (AID 1465); S. cerevisiae Yfh1-off respiration, WST-1 reduction, 72 h; higher fold induction means a stronger effect; fold induction at 50 µM, or EC50 in µM where a hit was titrated; 220,000 tested, 0.074% active;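 active means fold induction of absorbance versus untreated yeast above a set limit, then at least 30% activation at any dose in follow-up; inconclusive means repeats straddling the limit, or above it without dose testing; inactive means fold induction below the set limit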;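 further: activators that raise dye reduction in frataxin-depleted yeast; strong numbers were not always called active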
# Dengue-2 NS5 capping – flavivirus cap methylation enzyme inhibition – biochemical, confirmation dose response, primary screen (AID 588689); Dengue-2 NS5 methyltransferase capping enzyme assay, biochemical; higher % means a stronger effect; inhibition, % at 25 µM; hits with a dose series show IC50 in µM; 340,000 tested, 0.3% active; in the data active means a potency from the dose series; inconclusive means inhibition above about 29% without an active follow-up result
# NTR1 agonist – agonists of NTR1, primary screen, imaging, U2OS cells, beta-arrestin-GFP, high content (AID 493036); NTR1-U2OS beta-arrestin-GFP spot imaging, agonist mode; activation, % at 20 µM; 330,000 tested, 0.17% active;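 active means activation at or above 40% of the spot to cytoplasm intensity ratio, with at least 20 cells analyzed; inconclusive means wells under 20 cells, flagged as cytotoxic or low count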;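 further: 0% = DMSO without peptide and 100% = 100 nM NTR1 peptide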
# Target sequence (P30989 whole entry, looked up): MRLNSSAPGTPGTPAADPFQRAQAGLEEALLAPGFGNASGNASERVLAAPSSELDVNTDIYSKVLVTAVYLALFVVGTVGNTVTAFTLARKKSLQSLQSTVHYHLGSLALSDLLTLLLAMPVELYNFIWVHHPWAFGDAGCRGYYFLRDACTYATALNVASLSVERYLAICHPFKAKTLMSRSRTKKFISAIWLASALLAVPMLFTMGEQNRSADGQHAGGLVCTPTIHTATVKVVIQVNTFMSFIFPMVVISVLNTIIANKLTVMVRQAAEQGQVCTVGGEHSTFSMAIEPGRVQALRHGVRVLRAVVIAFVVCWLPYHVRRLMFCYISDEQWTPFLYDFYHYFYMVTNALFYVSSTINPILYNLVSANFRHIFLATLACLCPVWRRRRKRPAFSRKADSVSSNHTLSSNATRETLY
# Rac1 GTP hydrolysis – MgcRacGAP GTPase-activating activity inhibitors, confirmation, biochemical, ADP Hunter fluorescence | one-dose inhibition, % at 30 µM; IC50 in µM for titrated hits | AID 624330 | 340,000 tested, 0.6% active | MgcRacGAP-stimulated Rac1 GTP hydrolysis, ADP Hunter fluorescence; higher % means a stronger effect; GST-tagged Rac1 F28L mutant substrate;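 active means first-screen hits whose inhibition reached a set limit at any dose in the follow-up dose series; inconclusive means inhibition above the set first-screen limit but never retested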;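 further: fluorescence reports GDP produced by GAP-driven GTP hydrolysis; strong numbers were not always called active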
# Large T inhibition – SV40 large T antigen inhibitors, biochemical (AID 1903). SV40 large T antigen ATPase/helicase inhibition assay; higher % means a stronger effect. one-dose inhibition, % at 20 µM; IC50 in µM for titrated hits. 310,000 tested, 0.39% active; in the data active means a potency from the dose series; inconclusive means inhibition mostly from about 32% at the one dose, without a potency; inactive means the rest, 99 in 100 with inhibition below about 32%; further: strong numbers were not always called active
# NTR1 agonist cell count 20 µM – further read-out of NTR1 agonist, marked with its call; cell count; measured here: cell count, cytotoxicity flag
# Dengue-2 NS5 capping pilot replicate – recorded beside Dengue-2 NS5 capping, whose call it bears; inhibition, %; measured here: pilot screen replicate inhibition
# * hit, by the source's call; i = inactive; ? = inconclusive; · = no result given. This is a subset, so the mix of outcomes need not match the whole.
SMILES,Yfh1-off respiration,Dengue-2 NS5 capping,NTR1 agonist,Rac1 GTP hydrolysis,Large T inhibition,others
O=C(O)c1ccn[nH]1,i,·,7.3,·,15.1%,NTR1 agonist cell count 20 µM=82
COC(C/C=C\C(=O)COCc1ccccc1)OC,i,·,-1.0,·,12.4%,NTR1 agonist cell count 20 µM=60
COC/C=C/C1=CC2=CC(=O)C(C)(OC(=O)c3cnc4ccccc4n3)C(=O)C2=CO1 (stereo not drawn),i,·,-2.7,·,63.3%,NTR1 agonist cell count 20 µM=43
COCOc1cc(O)c(C(=O)/C=C/c2ccc(OCOC)c(OCOC)c2)c(OCOC)c1,i,·,6.7,·,8.1%,NTR1 agonist cell count 20 µM=82
CC1(OC(=O)c2cnc3ccccc3n2)C(=O)C=C2C=C(C3CC3)OC=C2C1=O (stereo not drawn),i,·,-3.3,·,15.7%,NTR1 agonist cell count 20 µM=98
CCCC[C@@H]1CNC(=O)C(=O)N1CCc1cccc2ccccc12,i,·,3.4,·,11.2%,NTR1 agonist cell count 20 µM=41
COc1cc2sc3ccc(-c4ccc(N(C)C)nc4)cc3c(=O)c2cc1OC,i,·,-6.0,·,26.3%,NTR1 agonist cell count 20 µM=103
C=C1CCN(c2ccc(C(=O)O)cc2[N+](=O)[O-])CC1,i,·,-0.3,·,16.8%,NTR1 agonist cell count 20 µM=89
C#CCOCCOCCOCCNc1nc(N2CCN(C(=O)C([C@@H](C)CC)n3cc(C(N)CC(C)C)nn3)CC2)nc(N2CCN(C(=O)[C@H](CCCCN)n3cc(C(N)COC(=O)C(F)(F)F)nn3)CC2)n1 (stereo partly drawn),i,·,-0.7,·,12.4%,NTR1 agonist cell count 20 µM=72
CC(C)=CCC12Oc3cc(O)ccc3C1(O)Oc1cc(O)c([C@H]3C=C(C)CC(c4ccc(O)cc4O)[C@H]3C(=O)c3ccc(O)cc3O)c(O)c1C2=O (stereo partly drawn),i,·,14.0,·,18.7%,NTR1 agonist cell count 20 µM=90
CCOC(=O)c1cccc(NC(=O)c2c(N)n(C)c(=O)[nH]c2=O)c1,i,·,1.6,·,16.3%,NTR1 agonist cell count 20 µM=109
O=C1c2ccccc2S(=O)(=O)c2cc(C(=O)N3CCC(C(=O)N4CCCCC4)CC3)ccc21,i,·,-3.4,·,5.6%,NTR1 agonist cell count 20 µM=86
O=C1N[C@H](C(=O)O)CS1,i,·,0.2,·,5.5%,NTR1 agonist cell count 20 µM=56
CCC1(CC)C(=O)C2=C3C1[C@H](C(=O)OC)CC(C(=O)OC)C[C@H]3n1c(=O)n(-c3ccccc3)c(=O)n1[C@H]2C (stereo partly drawn),i,·,4.4,·,4.0%,NTR1 agonist cell count 20 µM=48
O=C(O)c1cc(-c2ccccc2)nn1CC1CC(c2cccc([N+](=O)[O-])c2)=NO1 (stereo not drawn),i,·,-2.2,·,6.8%,NTR1 agonist cell count 20 µM=91
CNC(=O)[C@@H]1C[C@H]1[C@@H](NC(=O)CNC(=O)OCc1ccccc1)c1ccccc1,i,·,3.1,·,5.2%,NTR1 agonist cell count 20 µM=62
N#CC1=C(N)Oc2cc(N)ccc2C1c1ccccc1 (stereo not drawn),·,·,·,11.4%,·,
O=C(c1ccc(Cl)cc1)C1CCN(C(=S)Nc2ccccc2)CC1,·,·,·,8.9%,·,
COc1ccc(C2C(C#N)=C(N)Oc3cc(O)ccc32)cc1 (stereo not drawn),·,·,·,24.5%,·,
CC(=O)NC(c1ccc(Cl)cc1)c1ccc2cccnc2c1O (stereo not drawn),·,·,·,12.3%,·,
O=C1CN(Cc2ccccc2)CC(=O)N1,·,·,·,9.7%,·,
CCCCC(=O)Nc1cc(OC)c(NC(=S)Nc2ccc(OC)cc2)cc1OC,·,·,·,30.3%,·,
CCOC(=O)c1ccc2[nH]c(C)c(CN3CCN(C)CC3)c(=O)c2c1,·,·,·,0.0%,·,
Cc1ccc(S(=O)(=O)N2CCN(c3ncccn3)CC2)cc1C,·,·,·,-4.9%,-0.6%,
Cc1ccc(-c2noc(CN(C(=O)CCCN3C(=O)c4ccccc4C3=O)C(C)C)n2)cc1,i,·,0.9,2.5%,·,NTR1 agonist cell count 20 µM=66
CC1=C(C(=O)N2CCOCC2)CC(CC(=O)NCC2CCCCC2)C(=O)N1Cc1ccc(F)cc1 (stereo not drawn),·,1.1%,·,4.6%,·,
CN(CC(=O)Nc1ccc(Cl)c(C(F)(F)F)c1)S(=O)(=O)c1cnc[nH]1,·,-1.1%,·,17.2%,·,
CCOc1ccc(NC(=O)c2cccc(S(=O)(=O)Nc3c(C)n(C)n(-c4ccccc4)c3=O)c2)cc1,·,-0.7%,·,-0.6%,·,
CC(C)[C@H](NC(=O)c1ccccc1F)C(=O)Nc1cccc(S(=O)(=O)N2CCOCC2)c1,·,-4.6%,·,5.4%,·,
Cn1cnc([N+](=O)[O-])c1Sc1nc(N)nc2c1ncn2C1OC(CO)C(O)C1O (stereo not drawn),·,-0.8%,·,2.9%,·,
CC(=O)C1CCC2C3CCC4=CC(=O)C=CC4(C)C3C(=O)CC12C (stereo not drawn),·,7.0%,·,1.9%,·,
O=C(CCn1c(=S)[nH]c2cc3c(cc2c1=O)OCO3)NCCc1ccccc1Cl,·,-6.0%,·,-10.3%,·,
C[C@H]1CN([C@@H](C)CO)S(=O)(=O)c2ccc(-c3ccncc3)cc2O[C@H]1CN(C)C(=O)c1cccc(F)c1,·,-6.4%,·,4.1%,·,
O=C(c1ccc2c(c1)OCCO2)N1CCN(c2ccc(C(F)(F)F)cn2)CC1,·,-5.5%,·,17.8%,·,
OC[C@H]1O[C@@H](n2cnc3c(NCc4ccco4)ncnc32)[C@H](O)[C@@H]1O,·,-1.5%,·,9.9%,·,
O=C1OC(O)c2cccc3cccc1c23 (stereo not drawn),·,5.7%,·,4.4%,·,
Oc1ccc2ccc(Cl)cc2c1,·,7.3%,·,41.9µM*,·,
Cc1cccc(C)c1-c1ccc(CN2C(CC(C)C)C(=O)N(Cc3cn(CC4CCCCC4)nn3)CCS2(=O)=O)cc1 (stereo not drawn),·,-0.7%,·,11.4%,·,Dengue-2 NS5 capping pilot replicate=-1.5
O=C1NC(=O)C2(C=C(c3ccccc3)C(O)(c3ccccc3)C2)N1 (stereo not drawn),·,13.2%,·,1.4%,·,
Cc1nn(-c2ccccc2)c2c1CC(=O)Nc1ccccc1-2,·,1.5%,·,4.4%,·,
CN(C(=O)c1cccc(NC(=O)Cc2ccc(NC(=O)C3CCCN(C(=O)CCc4ccccc4)C3)cc2)c1)C1CCCC1 (stereo not drawn),·,-5.3%,·,12.2%,·,Dengue-2 NS5 capping pilot replicate=-4.9
COc1cc(-c2cc(=O)c3c(C)cc(O)cc3o2)cc(OC)c1OC,·,3.1%,·,5.7%,·,
Cc1cc(Cl)ccc1C(=O)C1CCCN(C(=O)c2ccc3c(c2)OCO3)C1 (stereo not drawn),·,-6.0%,·,10.6%,·,
CCc1ccc(CN(C)C(=O)c2cc(COc3cncc(Cl)c3)on2)cc1,·,5.0%,·,14.9%,·,
O=[N+]([O-])c1ccc(NN=Cc2cccc3ccccc23)nc1,·,19.1%,·,-0.3%,·,
CCCC1(C2CCCC2)NC(=O)NC1=O (stereo not drawn),·,2.4%,·,-4.8%,·,
CC1=C(C(=O)N(C)C)CC(CC(=O)NCc2cccs2)C(=O)N1Cc1ccccc1 (stereo not drawn),·,-4.6%,·,-9.2%,·,
CC(=O)NC1CC2CCCC(C1)N2C(=O)Nc1c(C)cccc1C (stereo not drawn),·,-2.3%,·,4.9%,·,
CN(N=O)c1ccc(CC2CCc3ccccc32)cc1 (stereo not drawn),·,-2.3%,·,6.1%,·,
CN(C)c1ccc(C=C2C=Cc3ccccc32)cc1,·,8.6%,·,6.8%,·,
# Going on with the list.
SMILES,Yfh1-off respiration,Dengue-2 NS5 capping,NTR1 agonist,Rac1 GTP hydrolysis,Large T inhibition,others
O=C1NC(Cc2ccccc2)c2nc3ccc(Cl)cc3c(=O)n2-c2cc3ccccc3cc21 (stereo not drawn),·,0.6%,·,10.8%,·,
COc1c(N)c2c(c([N+](=O)[O-])c1OC)C(=O)OC2,·,4.0%,·,-0.7%,·,
COCCCn1c(=O)/c(=C/c2ccccc2OC(C)C)s/c1=C(\C#N)C(=O)Nc1ccc(C(=O)O)cc1,·,?,·,9.2%,·,
C(CCc1nn[nH]n1)CCC1CCCCC1,·,-2.4%,·,1.0%,·,
Cc1c(Cl)cnc(NC(=O)COC(=O)c2cccc(S(=O)(=O)N3CCOCC3)c2)c1Cl,·,-3.3%,·,17.9%,·,
N#CCCn1cc(C(=O)CN2C(=O)NC3(CCc4ccccc43)C2=O)c2ccccc21 (stereo not drawn),·,-3.5%,·,9.8%,·,
C[C@H](CO)N1C[C@H](C)[C@@H](CN(C)C(=O)c2cc(-c3ccccc3)on2)OCc2cnnn2CCCC1=O,·,7.7%,·,9.0%,·,
O=C(C1CCCCC1)N1C[C@@H](O)[C@H](n2cc(C3CC3)nn2)C[C@@H]1c1ccccc1,·,-6.6%,·,13.3%,·,
CC(Oc1ccccc1)C(=O)N1CCN(S(=O)(=O)c2ccc(OC(F)(F)F)cc2)CC1 (stereo not drawn),·,0.0%,·,-27.8%,·,
Cc1ccc(S(=O)(=O)N2C[C@H]3n4c(=O)ccc(=O)n4C[C@H](OC(=O)Nc4c(C)noc4C)[C@@]3(O)C2)cc1,·,-11.4%,·,10.1%,·,
COc1ccc(C2CCCCC2SCC(=O)O)cc1OC (stereo not drawn),·,-5.8%,·,-4.7%,·,
O=C(Nc1ccc(N2CCOCC2)c(S(=O)(=O)Nc2ccccc2Cl)c1)c1ccc(=O)[nH]n1,·,-1.5%,·,5.3%,·,
COc1ccc(C)cc1-n1c(SCC(=O)N2CCOCC2)nc2ccccc2c1=O,·,-3.3%,·,13.3%,·,
COc1ccc([C@H]2N[C@]3(CCCN(Cc4ccc(Br)cc4)C3=O)[C@H]3C(=O)N(C)C(=O)[C@@H]23)cc1,·,2.3%,·,11.0%,·,
C[C@@H]1CN([C@@H](C)CO)C(=O)CCCn2nncc2CO[C@H]1CN(C)Cc1ccncc1,·,-6.8%,·,12.1%,·,
O=C(Nc1ccccc1)Oc1cccc2cccnc12,·,5.6%,·,11.1%,·,
C[C@H](CO)N1C[C@H](C)[C@@H](CN(C)Cc2ccccc2)OCCCC[C@H](C)Oc2ccc(N(C)C)cc2C1=O,·,-1.1%,·,26.1%,·,
Cc1ccccc1-c1cccc([C@@H]2C[C@H]3C(CN2)CON3C)c1 (stereo partly drawn),·,-2.6%,·,7.2%,·,Dengue-2 NS5 capping pilot replicate=-8.3
COc1cc(C2C3=C(COC3=O)Oc3cc4c(cc32)OCO4)ccc1OC(C)=O (stereo not drawn),·,-4.6%,·,1.4%,·,
